# Compound activity as filed in PubChem BioAssay.
# D1 antagonist – Antagonist of Human D 1 Dopamine Receptor: qHTS; HEK293 TREx D1 cells, calcium flux, dopamine EC80; hits give low values; activity change, negative = inhibition, % at 10 µM; 360,000 compounds, 3.2% hits; AID 504652, 2011; in the data active means activity change below about -30%; further: on the % scale 0 is the no-effect control and ±100 the full control effect
#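 Cells carrying a force-coupled, tetracycline-inducible human D1 receptor report calcium flux. Each well gets a 10 s baseline, compound with 180 s monitoring, then an EC80 dopamine stimulus with a second 180 s kinetic read.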
# LDHA block – qHTS assay for inhibitors of human lactate dehydrogenase. L-lactate dehydrogenase A chain (Homo sapiens), P00338. purified LDHA, NADH/diaphorase-resazurin fluorescence; hits give low values. activity change, % (values are at about 110 or 230 µM). 480,000 compounds, 0.15% hits; in the data active means activity change below about -30%; inconclusive means mostly about -25% to -30%;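 further: plate controls were DMSO wells for no effect and wells without enzyme for full effect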
#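 Remaining NADH was detected by diaphorase (0.133 mg/mL) converting 37 µM resazurin to fluorescent resorufin, read at 0 and 20 minutes. The preceding 5-minute room-temperature reaction used 2 nM LDHA, 0.2 mM sodium pyruvate and 0.06 mM NADH at pH 7.4.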
# Vif-A3G inh – qHTS for Inhibitors of Vif-A3G Interactions: qHTS | DNA dC->dU-editing enzyme APOBEC-3G (Homo sapiens), Q9HC16 | HeLa A3G-eYFP + Vif (tagged APOBEC3G with the HIV-1 protein that degrades it), YFP fluorescence, overnight | Potency, µM (top dose mostly 46.1 µM), inactives show top-dose activity, negative = active, most hits filed as inhibitors | 410,000 compounds, 0.076% hits | AID 602310, 2012;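 further: potency means the concentration at half of the fitted maximal effect; on the % scale 0 is the no-effect control and ±100 the full control effect; nearly all actives have a fitted effect of over 60% in size; hits raise eYFP signal because A3G escapes Vif-driven loss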
#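 Read-out is eYFP fluorescence (Ex 488/Em 500-530) from Vif-expressing HeLa A3G-eYFP cells; more signal means A3G escaped Vif-mediated degradation. Cells plated overnight, compound pinned in, incubated overnight at 37 deg C.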
# D1 PAM – Potentiators of Human D1 Dopamine Receptor: qHTS. HEK293 TREx D1 cells, calcium flux, dopamine EC20 potentiation. potentiation, % at 10 µM. D(1A) dopamine receptor (Homo sapiens), P21728. AID 504651, 2011. 360,000 compounds, 0.036% hits; in the data active means potentiation above about 30%; further: 0% is about no effect
# D1 agonist – Allosteric Agonists of the Human D1 Dopamine Receptor: qHTS | D(1A) dopamine receptor (Homo sapiens), P21728 | HEK293 T-REx D1 cells, calcium flux, agonist mode | activation, % at 2 µM | 360,000 compounds, 1% hits | AID 504660, 2011; in the data active means activation above about 30%; further: 0% is about no effect
#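 Tetracycline-induced HEK293 TREx D1 cells, force-coupled to calcium signalling, were dye-loaded with a no-wash calcium kit. Compound was pin-added after a 10 s baseline. Fluorescence was read kinetically at 1 cycle/s for 180 s, with calcium rises flagged as agonism.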
# RXFP1 agonist – qHTS Assay for Agonists of the Relaxin Receptor RXFP1; Relaxin receptor 1 (Homo sapiens), Q9HBX9; HEK293T-RXFP1 cAMP TR-FRET, 30 min; response scale: percent of porcine relaxin response, buffer zero; Potency, µM (doses to about 57.5 µM), inactives show at the top dose activation, actives largely listed as activators; 370,000 compounds, 0.3% hits; AID 2676, 2010; further: potency means the concentration at half of the fitted maximal effect; on the % scale 0 is the no-effect control and ±100 the full control effect; nearly all actives have a fitted effect of over 60% in size; many of its hits are not listed in these tables
# Target sequence (Q9HBX9 whole entry, looked up): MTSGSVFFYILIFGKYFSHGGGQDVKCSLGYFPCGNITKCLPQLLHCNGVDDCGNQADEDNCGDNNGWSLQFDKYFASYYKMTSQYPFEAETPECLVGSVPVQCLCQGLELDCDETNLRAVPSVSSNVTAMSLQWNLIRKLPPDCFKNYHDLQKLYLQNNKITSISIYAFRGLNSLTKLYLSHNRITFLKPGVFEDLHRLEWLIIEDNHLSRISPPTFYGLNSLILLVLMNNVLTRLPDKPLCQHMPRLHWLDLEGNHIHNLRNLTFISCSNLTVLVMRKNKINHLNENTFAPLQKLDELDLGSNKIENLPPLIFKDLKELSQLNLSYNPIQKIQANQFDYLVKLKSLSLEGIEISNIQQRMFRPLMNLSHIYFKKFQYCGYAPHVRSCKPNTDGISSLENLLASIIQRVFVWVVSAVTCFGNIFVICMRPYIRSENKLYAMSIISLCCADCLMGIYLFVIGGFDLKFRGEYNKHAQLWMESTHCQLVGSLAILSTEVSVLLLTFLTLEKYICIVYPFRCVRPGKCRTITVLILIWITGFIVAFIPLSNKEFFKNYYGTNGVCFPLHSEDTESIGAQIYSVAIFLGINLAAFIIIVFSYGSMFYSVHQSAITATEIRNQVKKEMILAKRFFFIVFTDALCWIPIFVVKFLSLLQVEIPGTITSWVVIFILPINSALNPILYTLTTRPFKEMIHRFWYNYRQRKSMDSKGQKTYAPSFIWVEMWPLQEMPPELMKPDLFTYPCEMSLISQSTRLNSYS
#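 HEK293 cells stably expressing RXFP1, treated 30 min at 37C with compounds plus PDE4 inhibitor Ro 20174; cAMP measured by HTRF TR-FRET. Normalized to buffer and 29 nM porcine relaxin; EC50 by Hill fit.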
# D2 PAM – HTS Assay for Positive Allosteric Modulators of the Human D2 Dopamine Receptor: Primary Screen for Potentiators; AID 485347, 2010; 340,000 compounds, 0.34% hits; HEK293 T-REx D2, calcium flux, EC20 dopamine potentiation; potentiation, % at 10 µM;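 active means potentiation over 3 SD above the plate norm, cut at about 30% in these data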; further: 0% is about no effect
#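 Cells plated with tetracycline inducer and held overnight at 30 C; calcium dye loaded 30–90 min at room temperature; baseline taken, compound added and read 180 s; EC20 dopamine then added and read 180 s.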
# Vif-A3F inh – qHTS for Inhibitors of Vif-A3F Interactions: qHTS; HeLa A3F-eYFP + Vif (tagged APOBEC3F with the HIV-1 protein that degrades it), YFP fluorescence increase; Potency, µM (doses to about 46.1 µM), without a hit: at the top dose activity, negative = active; 390,000 compounds, 0.2% hits; AID 602313, 2012; further: potency means the concentration at half of the fitted maximal effect; % of control where 0% means no effect; nearly all actives have a fitted effect of over 65% in size
#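 Fluorescence increase (Ex 488/Em 500-530) after overnight compound treatment at 37 deg C flags inhibition of Vif-driven A3F-eYFP loss in stable HeLa A3F-eYFP/Vif cells seeded overnight beforehand.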
# GRP78 ERSR act – qHTS for Inducers of the Endoplasmic Reticulum Stress Response (ERSR) in Human Glioma: qHTS | Potency, µM, for inactives: top-dose activation, hits mostly activators | 420,000 compounds, 0.02% hits | U87-MG GRP78 promoter luciferase reporter, 16 h; further: potency means the concentration at half of the fitted maximal effect; series mostly up to about 76 µM; % of control where 0% means no effect; nearly all actives have a fitted effect of over 35% in size
#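 Stably transfected U87-MG human glioma cells carrying a GRP78-based luminescent sensor were seeded at 1000 cells/well, pin-dosed with compounds and incubated 16 h. Luciferase reagent was then added, and end-point luminescence was read after 10 min at room temperature.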
# * marks the source's active call; other numbers are inactive results; ? = inconclusive; · = no result given; & = joins results of further samples. Unless noted, the call rests on the fitted dose curve; in most records, active means well fitted curve in the direction sought with a large enough effect; inconclusive means small, poorly fitted or top-dose-only effect, or another doubt; inactive means no such curve, though single readings can be large; an effect the other way counts as inactive or inconclusive. This is a subset (hit frequency here may not be typical).
SMILES,D1 antagonist,LDHA block,Vif-A3G inh,D1 PAM,D1 agonist,RXFP1 agonist,D2 PAM,Vif-A3F inh,GRP78 ERSR act
N#C/C(=C(/O)COC(=O)Cc1c[nH]c2ccccc12)c1nc2ccccc2[nH]1,-17,5,-8%,-4,3,-0.1%,2,-3%,-9%
Cc1[nH]n(-c2nc(-c3ccccc3)cc(=O)[nH]2)c(=O)c1CCO,4,3,0%,3,6,-0.5%,·,-8%,11%
COc1c(O)cc2oc(-c3ccc(O)cc3)cc(=O)c2c1O,-21,1,-1%,-7,2,6.8%,14,-3%,-5%&-9%
FC(F)(F)c1cnc(N2CCN(C(=S)NCc3ccccc3)CC2)c(Cl)c1,-18,-9,0%,-5,9,-1.3%,-3,-7%,-5%
COc1ccc(-c2csc3ncnc(Nc4cccc(OC)c4)c23)cc1,-12,-8,2%,0,10,2.2%,·,4%,-5%
CC1CCCCN1C(=O)c1cc(-c2ccc3c(c2)OCO3)on1 (centres undefined),-5,-8,-1%,1,6,-1.1%,11,13%,-8%
Cc1cc(C)nc(/N=C/c2c(O)n(C)c(=O)n(C)c2=O)n1,11,·,·,-3,1,14%,2,·,·
Cc1nc(-c2ccccn2)nc(N(C)c2ccccc2)c1Cl,6,-16,1%,-6,5,3.8%,5,5%,3%
O=C(O)c1cc(-c2cccs2)nc2ccc(F)cc12,8,-6,-5%,-3,2,?,12,0%,-1%
CCOC(=O)C1=NNC(C(=O)c2ccc(Cl)cc2)C1c1ccc(OC)cc1 (centres undefined),5,3,0%,-2,-3,2.3%,10,3%,-3%
Cc1cccc(C)c1NC(=O)NS(=O)(=O)c1ccccc1,·,0,2%,·,·,·,·,7%,-2%
O=c1cc(CN2CCCCCC2)nc2sccn12,0,-1,0%,-2,3,7.9%,22,7%,-3%
CCCCn1c(N)c(N(CC(C)C)C(=O)c2cc3ccccc3cc2OC)c(=O)[nH]c1=O,·,-6,1%,·,·,·,·,4%,-5%
COc1nc(OC)nc(N2CCC(C(=O)NCc3cccs3)CC2)n1,8,-3,0%,1,10,4.3%,20,10%,-3%
COc1cccc(CN2CCC(Oc3ccc(C(=O)NCc4ccccn4)cc3)CC2)c1,-4,-4,-1%,-14,4,0.3%,-7,-6%,-6%

# Two entries picked at random from the list so far, as already listed:
SMILES,D1 antagonist,LDHA block,Vif-A3G inh,D1 PAM,D1 agonist,RXFP1 agonist,D2 PAM,Vif-A3F inh,GRP78 ERSR act
CCOC(=O)C1=NNC(C(=O)c2ccc(Cl)cc2)C1c1ccc(OC)cc1 (centres undefined),5,3,0%,-2,-3,2.3%,10,3%,-3%
O=c1cc(CN2CCCCCC2)nc2sccn12,0,-1,0%,-2,3,7.9%,22,7%,-3%

# (next part)
SMILES,D1 antagonist,LDHA block,Vif-A3G inh,D1 PAM,D1 agonist,RXFP1 agonist,D2 PAM,Vif-A3F inh,GRP78 ERSR act
O=C(CNc1cccc(S(=O)(=O)N2CCCC2)c1)Nc1cccc(C(F)(F)F)c1,·,4,0%,·,·,·,·,-17%,-8%
O=[N+]([O-])c1cc(/C=N/N2CCOCC2)cs1,-18,-8,0%,-1,0,-0.1%,6,10%,-2%
COC(=O)c1ccccc1NC(=S)N1CCN(c2ccc(OC)cc2)CC1,-9,-8,1%,-1,1,-1.1%,1,2%,-6%
COc1ccc(OC)c(-c2c[n+](=O)c3c(n2[O-])CCCC3)c1,-18,-9,1%,-9,2,-0.3%,-10,3%,-6%
O=C(O)CCCCCNS(=O)(=O)c1c(Cl)cccc1Cl,16,1,1%,5,3,-0.3%,-19,1%,-4%
Clc1ccc(/C=N/N2CCN(Cc3ccccc3Cl)CC2)cc1,3,-3,-6%,-3,2,-1.4%,-4,-11%,0%
O=c1c2ccccc2ncn1CCCCOc1ccc(Br)cc1,-3,-3,-2%,-4,0,0.6%,-13,1%,-2%
O=S(=O)(c1ccc(Oc2ccc(Br)cc2F)nc1)N1CCCCC1,-6,1,6%,-4,2,1.6%,-3,-6%,-4%
NNC(=O)c1[nH]c2ccc(Cl)cc2c1-c1ccccc1,7,1,?,-1,4,3.2%,-1,-8%,-3%
CC(=O)c1cc(C#N)c(SCc2ccc([N+](=O)[O-])cc2)nc1C,-5,-2,-8%,-6,2,4.7%,-18,1%,-4%
Cc1cccc(OCCCC(=O)NC(C)C)c1,-28,-6,1%,-4,2,1.3%,6,-1%,-5%
CC1CCCCN1C(=O)C12CCC(C)(/C(=N/O)C1)C2(C)C (centres undefined),23,-2,-1%,5,-1,-1.8%,0,1%,-5%
Cc1ccccc1CCN1CCCC(CN(C)CC(C)(C)C)C1 (centres undefined),-54*,-15,3%,-4,-4,-0.4%,-6,5%,-5%
COc1ccc(C)cc1NC(=O)CN(c1ccccc1)S(C)(=O)=O,-14,3,0%,1,0,1.6%,-14,·,-4%
CC(C)Nc1nc(NC(C)C)nc(Oc2ccc(/C=N/O)cc2)n1,-10,-1,-1%,5,5,-1.3%,9,4%,-6%
CCC(=O)NC(=S)Nc1ccc2oc(-c3ccc(OC)cc3)nc2c1,10,-12,1%,7,2,20%,5,8%,0%
CC(=O)C(Sc1ncnc2sc3c(c12)CCCC3)C(C)=O,0,-1,-10%,5,2,6.5%,-3,1%,3%
COC(=O)c1cnn(-c2nc(OC)cc(OC)n2)c1C,5,-1,1%,-7,1,1.0%,-3,-6%,-4%
C=CCn1c(P(C)(=O)O)nc2ccccc21,3&2,-10&-11,2%&-1%,-1&-4,0&1,-3.8%&0.1%,-13,1%&2%,-4%&-6%
COc1ccc2c(=O)c(-c3ccccc3)coc2c1,-16,-3,4%,1,1,-1.3%,10,-13%,-7%&-6%
COc1ccc(N2C(=O)C(Cl)=C(N3CCCC3)C2=O)cc1,-19,-7,0%,-5,0,1.4%,0,-8%,-6%
COc1ccc(N(CC(=O)NCC2CCCO2)C(=O)CCC(=O)Nc2nccs2)c(OC)c1 (centres undefined),1,-6,1%,-7,5,0.9%,13,9%,0%
CC(C)(C)C(=O)NNC(=O)COc1ccc2ccccc2c1Br,·,-5,-3%,-2,-3,?,-1,6%,-2%
CCc1ccccc1N1CC(c2nc3ccccc3n2CCOc2ccc(Cl)c(C)c2)CC1=O (centres undefined),11,1,-9%,0,26,-2.5%,14,-5%,-7%
CCNC(=O)NC(=O)C(C)OC(=O)c1cc(S(=O)(=O)N2CCCCCC2)ccc1OC (centres undefined),·,-6,-4%,-4,0,3.5%,-5,7%,-7%
CCOc1ccccc1NC(=O)c1ccoc1C,20,-3,1%,-6,-3,-2.6%,3,2%,-3%
COc1ccc(S(N)(=O)=O)cc1C(=O)NCC(C)(C)N1CCOCC1,-16,-11,-1%,0,3,1.9%,-3,-3%,-2%
Cc1cc2c(cc3c(=O)n(CC(=O)NCCCN4CC(C)CC(C)C4)ncn32)s1 (centres undefined),-10,2,-1%,-5,1,3.7%,-18,-3%,2%
CN(CC1COCCO1)C(=O)c1cc(COc2c(F)cccc2F)on1 (centres undefined),9,-11,-1%,0,2,0.0%,-10,-3%,3%
CO/N=C(/C(=O)N[C@@H]1C(=O)N2C(C(=O)O)=CCS[C@H]12)c1cnc(N)s1,-7,·,·,-2,3,0.8%,-2,·,·

# Some of these compounds in order of number of heavy atoms, smallest number first.
SMILES,D1 antagonist,LDHA block,Vif-A3G inh,D1 PAM,D1 agonist,RXFP1 agonist,D2 PAM,Vif-A3F inh,GRP78 ERSR act
C=CCn1c(P(C)(=O)O)nc2ccccc21,3&2,-10&-11,2%&-1%,-1&-4,0&1,-3.8%&0.1%,-13,1%&2%,-4%&-6%
COc1ccc(N2C(=O)C(Cl)=C(N3CCCC3)C2=O)cc1,-19,-7,0%,-5,0,1.4%,0,-8%,-6%
CCC(=O)NC(=S)Nc1ccc2oc(-c3ccc(OC)cc3)nc2c1,10,-12,1%,7,2,20%,5,8%,0%
Cc1cc2c(cc3c(=O)n(CC(=O)NCCCN4CC(C)CC(C)C4)ncn32)s1 (centres undefined),-10,2,-1%,-5,1,3.7%,-18,-3%,2%
COc1ccc(N(CC(=O)NCC2CCCO2)C(=O)CCC(=O)Nc2nccs2)c(OC)c1 (centres undefined),1,-6,1%,-7,5,0.9%,13,9%,0%
CCc1ccccc1N1CC(c2nc3ccccc3n2CCOc2ccc(Cl)c(C)c2)CC1=O (centres undefined),11,1,-9%,0,26,-2.5%,14,-5%,-7%

# (continued)
SMILES,D1 antagonist,LDHA block,Vif-A3G inh,D1 PAM,D1 agonist,RXFP1 agonist,D2 PAM,Vif-A3F inh,GRP78 ERSR act
CCO[C@@H]1OC(C(=O)NCc2ccccc2)=C[C@H](C2CC2)[C@H]1CCCO,-24,0,-8%,-3,-2,1.0%,8,9%,-4%
CCCCCC(=O)NC(NC(=S)N1CCOCC1)C(Cl)(Cl)Cl (centres undefined),4,-5,1%,-2,3,0.2%,-1,-3%,-4%
COCCNC(=O)CSc1nnc(-c2ccccc2F)n1Cc1ccccc1,-6,-11,0%,-2,3,-0.9%,1,4%,1%
CCOC(=O)CCCCC(=O)c1[nH]c(=O)[nH]c1CSc1nc(C)cc(C)n1,15,-2,2%,-7,2,5.4%,-1,0%,1%
CCC(c1nnnn1CCc1ccccc1)N(Cc1ccco1)Cc1cc2cc(C)cc(C)c2[nH]c1=O (centres undefined),13,1,-6%,0,4,1.2%,-7,-2%,6%
